NTR1 ag: NTR1-driven beta-arrestin-GFP spot formation – imaging, U2OS cells, high content, primary screen (AID 493036) | agonist mode | activation, % at 20 µM | 330,000 compounds, 0.17% hits;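 active = activation at or above 40% of the spot to cytoplasm intensity ratio, with at least 20 cells analyzed; inconclusive = wells under 20 cells, flagged as cytotoxic or low count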;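 note: 0% = DMSO without peptide and 100% = 100 nM NTR1 peptide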
Target sequence (P30989 whole entry, looked up): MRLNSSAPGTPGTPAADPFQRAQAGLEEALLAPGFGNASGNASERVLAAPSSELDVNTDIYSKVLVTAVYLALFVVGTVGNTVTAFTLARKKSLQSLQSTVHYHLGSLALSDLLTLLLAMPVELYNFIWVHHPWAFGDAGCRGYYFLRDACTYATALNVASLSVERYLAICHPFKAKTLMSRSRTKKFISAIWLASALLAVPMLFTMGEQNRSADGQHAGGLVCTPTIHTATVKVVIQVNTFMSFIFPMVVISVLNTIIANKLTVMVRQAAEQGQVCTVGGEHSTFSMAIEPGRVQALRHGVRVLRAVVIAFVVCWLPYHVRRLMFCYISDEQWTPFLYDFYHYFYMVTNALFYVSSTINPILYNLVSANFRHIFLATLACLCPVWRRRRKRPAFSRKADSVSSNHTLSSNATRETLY
Large T inhibition: SV40 large T antigen inhibitors, biochemical (AID 1903); SV40 large T antigen ATPase/helicase inhibition assay; higher % means a stronger effect; inhibition, % at 20 µM; hits with a dose series show IC50 in µM; 310,000 compounds, 0.39% hits; in the data active = a potency from the dose series; inconclusive = inhibition mostly from about 32% at the one dose, without a potency; inactive = the rest, 99 in 100 with inhibition below about 32%; note: strong numbers were not always called active
MgcRacGAP inhibition: MgcRacGAP GTPase-activating activity inhibitors, confirmation, biochemical, ADP Hunter fluorescence; MgcRacGAP-stimulated Rac1 GTP hydrolysis, ADP Hunter fluorescence; higher % means a stronger effect; GST-tagged Rac1 F28L mutant substrate; inhibition, % at 30 µM, or IC50 in µM where a hit was titrated; 340,000 compounds, 0.6% hits; AID 624330;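 active = first-screen hits whose inhibition reached a set limit at any dose in the follow-up dose series; inconclusive = inhibition above the set first-screen limit but never retested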;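 note: fluorescence reports GDP produced by GAP-driven GTP hydrolysis; strong numbers were not always called active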
NS5 inhibitors: Dengue-2 NS5 methyltransferase inhibitors, primary screen, biochemical, confirmation dose response (AID 588689); Dengue-2 NS5 methyltransferase capping enzyme assay, biochemical; higher % means a stronger effect; one-dose inhibition, % at 25 µM; IC50 in µM for titrated hits; 340,000 compounds, 0.3% hits; in the data active = a potency from the dose series; inconclusive = inhibition above about 29% without an active follow-up result
AID2073: disruptors of CaV2.2 binding to Mint1 – biochemical, HTRF (AID 2073); HTRF protein-protein interaction, Mint1-CaV2.2; higher % means a stronger effect; one-dose inhibition, % at 20 µM; IC50 in µM for titrated hits; 290,000 compounds, 0.19% hits; in the data active = inhibition mostly above about 51%, no sharp cut-off; inconclusive = no clear call, values can overlap the other calls; inactive = mostly below about 53%; note: some results filed as inactive read as strong as hits
GPR55 beta-arrestin: selective activators of receptor GPR55 – imaging, U2OS cells, beta-arrestin-GFP redistribution, primary screen (AID 1961); U2OS GPR55 beta-arrestin-GFP redistribution imaging; higher % means a stronger effect; one-dose activation, % at 10 µM; EC50 in µM for titrated hits; 290,000 compounds, 0.048% hits;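 active = activation above 40% with more than 50 cells counted in the well; inconclusive = wells holding fewer than 50 cells, flagged as toxic or sparse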;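 note: U2OS osteosarcoma cells stably expressing GPR55 and beta-arrestin-GFP; plate controls were DMSO negative control for no effect and LPI positive control for full effect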
GPR55 antagonists: GPR55 antagonists blocking LPI-driven arrestin recruitment, primary screen, imaging, U2OS, beta-arrestin-GFP, LPI agonist (AID 2013). one-dose inhibition, % at 10 µM; IC50 in µM for titrated hits. 290,000 compounds, 0.13% hits. U2OS GPR55 beta-arrestin-GFP translocation imaging, LPI antagonism; higher % means a stronger effect;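 active = spots per cell inhibited over 60%, with over 100 cells counted and total cytoplasm intensity under 500,000; inconclusive = wells with under 100 cells, flagged as likely toxic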;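 note: U2OS cells stably carrying GPR55 and arrestin-GFP stimulated by 5 µM LPI near EC80; imaged beta-arrestin-GFP aggregate spots per cell after agonist stimulation; plate controls were LPI-stimulated DMSO wells for no effect and DMSO wells without LPI for full effect; some results filed as inactive read as strong as hits; confirmed hits need IC50 under 10 µM and bright autofluorescent wells are also inconclusive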
GPR35 arrestin U2OS: inhibition of zaprinast-stimulated GPR35 beta-arrestin translocation – imaging, U2OS, beta-arrestin-GFP, zaprinast agonist, primary screen (AID 2058); U2OS GPR35 beta-arrestin-GFP translocation imaging, zaprinast antagonism; higher % means a stronger effect; inhibition, % at 10 µM; hits with a dose series show IC50 in µM; 290,000 compounds, 0.052% hits;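 active = inhibition of at least 50% with at least 30 cells and total cytoplasm GFP at most 10,000,000; inconclusive = under 30 cells or total GFP of 10,000,000 plus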
Yfh1-depleted yeast: enhancers of respiration in Yfh1-depleted yeast, dose response, Friedreich's ataxia, plus single-dose screen (AID 1465); S. cerevisiae Yfh1-off respiration, WST-1 reduction, 72 h; higher fold induction means a stronger effect; fold induction at 50 µM, or EC50 in µM where a hit was titrated; 220,000 compounds, 0.074% hits;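 active = fold induction of absorbance versus untreated yeast above a set limit, then at least 30% activation at any dose in follow-up; inconclusive = repeats straddling the limit, or above it without dose testing; inactive = fold induction below the set limit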;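 note: activators that raise dye reduction in frataxin-depleted yeast; strong numbers were not always called active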
NTR1 ag cell count 20 µM: recorded beside NTR1 ag, whose call it bears; cell count; measured here: cell count, cytotoxicity flag
NS5 inhibitors pilot replicate: also measured in NS5 inhibitors; calls as there; inhibition, %; measured here: pilot screen replicate inhibition
Starred values were filed as active, the others as inactive; i = inactive; ? = inconclusive; . = no result given.

SMILES | NTR1 ag | NTR1 ag cell count 20 µM | Large T inhibition | MgcRacGAP inhibition | NS5 inhibitors | AID2073 | GPR55 beta-arrestin | GPR55 antagonists | GPR35 arrestin U2OS | Yfh1-depleted yeast | others
COc1ccc(C(c2sc3nc(C)nn3c2O)N2CC(C)OC(C)C2)cc1OC (stereo not drawn) | -0.8 | 63 | 8% | 7% | -3% | 16% | -0.1% | 15% | -4% | i
Cc1cccc(-n2c(SCC(N)=O)nnc2-c2ccco2)c1 | 0.6 | 67 | 9% | 9% | -3% | 18% | -0.2% | -1% | -17% | . | NS5 inhibitors pilot replicate=1.2
Cc1c(-c2ccccc2)c(=O)oc2cc(O)ccc12 | 1.1 | 75 | 19% | 8% | -2% | 26% | 0.2% | 8% | 50% | .
Cc1[nH]n(-c2ccc(F)cc2)c(=O)c1/C=N/c1sc2c(c1C#N)CCCC2 | 0.0 | 59 | -8% | 1% | -19% | -30% | -0.3% | 11% | -2% | i
COc1cc2c(c(OC)c1OC)CC(=O)N(C)CC2 | -1.1 | 66 | 6% | 5% | -9% | -6% | 0.1% | 2% | -1% | i
CCc1ccc(Nc2n[n+](C)c(-c3ccncc3)s2)cc1 | 12 | 66 | 10% | 10% | -8% | 4% | -0.2% | 21% | -11% | .
CS(=O)(=O)c1nc(S(=O)(=O)c2ccc(Cl)cc2)c(N2CCCCC2)s1 | 0.1 | 59 | 5% | 5% | 12% | 3% | 0.1% | 4% | 2% | .
COc1ccc(S(=O)(=O)N2CCC(C(=O)NCCC(=O)NCc3ccncc3)CC2)cc1 | -0.1 | 56 | . | 3% | -14% | 19% | 0.6% | 8% | 8% | .
O=[N+]([O-])c1cccc2ccc(/C=C/c3ccc(F)cc3)nc12 | 6.8 | 48 | 11% | -7% | -3% | 4% | 0.9% | 0% | -5% | i
CCOC(=O)CC(=O)CSc1nc(-c2ccccc2)cc(-c2ccc(Cl)cc2)c1C#N | 4.8 | 51 | 15% | 5% | -5% | ? | 0.2% | 4% | 11% | i
Cc1cc(NC(=O)CSc2nc3c([nH]c4ccccc43)c(=O)n2-c2ccccc2F)no1 | 2.6 | 61 | -5% | 10% | -4% | 11% | 0.0% | 1% | -15% | .
C=CCn1c(O)c2ccc(C(=O)N=NC(=O)COc3ccccc3F)cc2c1O | -1.5 | 57 | 12% | 3% | -1% | . | . | . | . | .
COc1ccc(CCNC(=O)C2c3ccccc3C(=O)N2CCC(C)C)cc1OC (stereo not drawn) | -0.3 | 108 | -12% | . | -11% | 0% | 0.7% | -2% | -18% | .
CCc1ccc2c(c1)cc(CN(C(=S)Nc1ccccc1)C1CC1)c1nnnn12 | 4.6 | 47 | 9% | 3% | -1% | -9% | 0.3% | -6% | 4% | i
O=C(CN1N=C(c2ccccc2)CCC1=O)NCCN1CCc2ccccc2C1 | -1.8 | 144 | 9% | 8% | -1% | 1% | 0.9% | 7% | -12% | i
COc1cc(C(=O)Nc2ccc(Cl)c([N+](=O)[O-])c2)cc(OC)c1OC | 5.0 | 51 | 1% | 1% | -1% | 7% | 0.1% | 15% | 11% | i
COc1ccc(C(=O)C2CCCN(C(=O)c3cccc(N(C)C)c3)C2)cc1OC (stereo not drawn) | -0.2 | 47 | 13% | 6% | -8% | 6% | -0.1% | -4% | 3% | .
COCCCNC(=S)N1CCN(c2nc(-c3cccc(OC)c3)cs2)CC1 | 1.2 | 58 | -1% | 3% | -10% | -24% | 0.4% | -2% | -10% | .
NC(=O)c1ccc(-n2nnnc2SCC(=O)Nc2ccc(N3CCOCC3)c(Cl)c2)cc1 | -0.2 | 66 | 5% | 8% | 0% | -2% | -0.1% | -4% | 4% | i
CCc1sc(C(=O)NCc2ccco2)cc1C | -0.1 | 50 | 18% | 6% | -9% | 7% | -0.2% | -3% | 2% | .
Cc1ccn2cc(CC(=O)O)nc2c1 | 0.2 | 90 | 8% | 6% | 14% | 20% | 0.1% | 8% | 6% | i
CC(=O)NN1C(=O)/C(=C2/Sc3ccccc3N2C)SC1=S | -0.1 | 107 | 17% | 6% | ? | 3% | 0.0% | 13% | 4% | .
Cn1nccc1C(=O)N/N=C/c1c(O)ccc2ccccc12 | 2.8 | 76 | 5% | -5% | -60% | 14% | 0.7% | 5% | 0% | .
CC(C)=C1SC(N2CCN(c3ccc(C)c(Cl)c3)CC2)=NC1=O | -0.3 | 58 | 12% | 14% | 0% | 5% | 0.5% | 5% | 8% | i
COc1ccccc1CN1CC(C(=O)NCC2CCCO2)CC1=O (stereo not drawn) | -1.8 | 43 | 5% | 3% | -1% | 16% | -2.3% | 2% | 8% | i
COCCn1c(SC(C)C(=O)NCC2CCCO2)nc2sc3c(c2c1=O)CCC3 (stereo not drawn) | 0.1 | 73 | 12% | 7% | -8% | . | . | . | . | .
CCCc1ccc2oc(C(=O)N(C)Cc3ccn[nH]3)c(C)c2c1 | 1.5 | 63 | 7% | 10% | -4% | -13% | -0.2% | 4% | 14% | .
COCCN1Cc2cccc(C(=O)NCc3ccc4c(c3)OCO4)c2C1=O | 1.6 | 43 | 4% | 3% | -3% | -2% | -0.2% | 3% | 1% | i
Fc1ccccc1CSc1ncn[nH]1 | -0.4 | 89 | 6% | 3% | 1% | 12% | -0.2% | 9% | 3% | i
O=C(Nc1cccnc1)C1CCN(S(=O)(=O)c2ccc(Cl)cc2)CC1 | -0.5 | 56 | -2% | 8% | 0% | -2% | -0.1% | -6% | 10% | .
Cc1onc(-c2c(F)cccc2Cl)c1C(=O)N[C@@H]1C(=O)N2C(C(=O)O)C(C)(C)S[C@H]12 (stereo partly drawn) | 1.9 | 52 | 6% | -2% | -2% | . | . | . | . | .
COCCNC(=O)CSc1nc2cc(OC)c(OC)cc2c(=O)n1CCC1=CCCCC1 | . | . | -3% | 7% | -6% | 1% | -0.2% | 17% | -1% | i
CCCCN(CCCNC(=O)CN1C(=O)COc2ccc(S(=O)(=O)N3CCC(C)CC3)cc21)Cc1ccccc1 | 2.3 | 62 | 13% | -6% | -3% | -3% | -0.2% | 14% | 20% | .
Cc1ccc(NC(=O)c2cc(C(=O)c3cc(Cl)ccc3O)cn(-c3ccc(C)cc3)c2=O)cc1 | 6.8 | 68 | -8% | 1% | 1% | 30% | 1.3% | 16% | 13% | i
Cc1ccc2nc3c(c(Nc4ccccc4)c2c1)CCC3 | 12 | 47 | 7% | 14% | -6% | 4% | 0.1% | 16% | -10% | i
COc1cc(Cl)ccc1OCc1cc(C(=O)N(C)CCc2c(C)n[nH]c2C)no1 | 2.0 | 56 | 5% | 8% | -11% | 5% | -0.1% | 0% | 13% | .
COC(=O)c1sc2ncccc2c1OCc1ccc(Cl)cc1 | 6.7 | 75 | -7% | 2% | -8% | 4% | 0.0% | 10% | 1% | i
CC(=O)NCc1ccc(S(=O)(=O)N/N=C/c2ccc(N(C)C)cc2)cc1 | -1.8 | 72 | 32% | 17% | 10% | 9% | -0.2% | 4% | -1% | i
CCOCCCNC(=O)c1ccccc1NC(=O)C1=C(C)OCCS1 | -1.6 | 70 | 6% | 0% | -6% | 1% | -0.1% | -13% | -5% | .
COc1ccc(/C=C/C(=O)O)cc1Cl | 0.8 | 49 | 6% | 9% | -9% | 3% | -0.1% | -13% | -1% | i
CC(C)(C)C(=O)OCc1cn(-c2ccc(Cl)cc2)nn1 | -1.9 | 104 | 0% | 3% | -8% | 10% | 0.6% | 8% | 2% | i
C/C(N)=C(/C#N)C(=O)COC(=O)c1cc(-c2ccccc2)nc2ccc(Br)cc12 | 15 | 64 | 5% | . | . | 26% | -0.1% | -7% | -20% | i
O=C(Cn1cncn1)NCc1cccc(OC(F)F)c1 | -1.2 | 90 | 10% | 14% | 0% | -4% | -0.3% | 16% | 5% | i
Cc1c2c(nc3c(C(=O)NC4CC4)cnn13)CCCC2 | -0.7 | 68 | -1% | 6% | 4% | 1% | -0.1% | 6% | -9% | i
NNC(=O)CNC(=O)C12CC3CC(CC(C3)C1)C2 | -2.3 | 59 | 1% | 11% | -3% | -10% | -0.1% | 18% | 16% | i
CCc1ccc(OCC2c3cc(OC)c(OC)cc3CCN2C(=S)NCCOC)cc1 (stereo not drawn) | -1.0 | 56 | 13% | 9% | -1% | -16% | 0.2% | -7% | -10% | i
COc1cccc(Oc2ccc3nnc(C(F)(F)F)n3n2)c1 | 0.5 | 55 | 3% | -1% | . | 4% | -0.3% | 11% | 12% | i
COc1ccccc1OC(C)C(=O)N1CCC(Cc2ccccc2)CC1 (stereo not drawn) | 0.2 | 31 | 5% | 5% | -6% | -6% | 0.3% | 5% | -5% | .
CCOc1ccc(/C=C2\CCCc3c2nc2ccccc2c3C(=O)O)cc1OC | 0.7 | 56 | 15% | 8% | ? | 19% | 0.2% | 7% | 3% | .
CCN(CC)C(=O)CSc1nc2c(sc(=S)n2-c2ccccc2OC)c(=O)n1-c1ccccc1 | 3.8 | 83 | 6% | 7% | -2% | 3% | 0.0% | 14% | -7% | .
Cc1ccc(S(=O)(=O)Nc2ccc(S(=O)(=O)Nc3ncccn3)cc2)cc1 | 0.2 | 37 | -8% | -10% | -2% | 6% | -0.2% | -4% | -5% | i
CCn1nc(C)cc1C(=O)N1CCCC(C(=O)c2ccc(Oc3ccccc3)cc2)C1 (stereo not drawn) | 1.0 | 58 | 9% | 2% | 2% | 5% | -0.1% | 9% | -4% | .
CC(C)(C)C(=O)N(CCN(C(=O)C(C)(C)C)c1ccccc1)c1ccccc1 | -0.1 | 62 | 27% | 3% | -2% | 3% | -0.2% | 19% | 8% | i
Cc1ccc(S(=O)(=O)N(C)c2ccc(C(=O)N3CCC(C(N)=O)CC3)cc2)cc1 | 0.8 | 62 | -1% | 9% | 6% | 6% | -0.4% | 3% | -3% | i
S=C(Nc1ccc(Cl)cc1)N1CCN(Cc2ccccc2)CC1 | 1.2 | 53 | 25% | 5% | -7% | 27% | -0.2% | -8% | 5% | i
COc1ccc(-c2nnc(SCc3cccc(C)c3)n2N)cc1 | -0.3 | 70 | 20% | 8% | -8% | -4% | 0.1% | 16% | 10% | i | NS5 inhibitors pilot replicate=-2.4

Screening data as filed in PubChem.
